SENP1 inh: human SENP1 catalytic domain inhibitors, primary screen, biochemical, FRET, uHTS. AID 624204, 2012. 0.21% of 360,000 active. inhibition, % at 10 µM. Sentrin-specific protease 1 (Homo sapiens), Q9P0U3. recombinant SENP1 catalytic domain, CyPet-SUMO1-YPet FRET cleavage;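 active means inhibition at least 30% at 10 µM, raw YFP signal under a set limit, fluorescence ratio 0.5 to 1.5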;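 further: 0% = enzyme with DMSO and 100% = no enzyme wells; some results filed as inactive read as strong as hits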
Target sequence (Q9P0U3 419-644 limits assumed): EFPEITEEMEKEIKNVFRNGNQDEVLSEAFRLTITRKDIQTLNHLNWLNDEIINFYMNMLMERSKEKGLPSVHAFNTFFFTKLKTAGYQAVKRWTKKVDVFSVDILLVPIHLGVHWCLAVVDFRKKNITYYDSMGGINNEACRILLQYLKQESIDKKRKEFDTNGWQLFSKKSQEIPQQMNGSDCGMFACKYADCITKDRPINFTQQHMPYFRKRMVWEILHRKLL
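Assay system: hSENP1 catalytic domain, recombinant. Amount: SENP1 enzyme, 20 pM final. Schedule: 50 min reaction, RT, dark. Technique: FRET, CFP and YFP emission. Control set: no-enzyme wells low, DMSO-plus-enzyme wells high control.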
ATG4B inh: ATG4B protease inhibitors, primary screen, biochemical, fluorescence, uHTS | inhibition, % at 8.33 µM | 0.51% of 340,000 active | Cysteine protease ATG4B (Homo sapiens), Q9Y4P1 | ATG4B cleavage of LC3-PLA2, NBD-HPC fluorescence, 1 h | AID 504462, 2011; in the data active means inhibition above about 40%
SENP6 inh: SENP6 protease inhibitors, primary screen, biochemical, luminescence, uHTS. Sentrin-specific protease 6 (Homo sapiens), Q9GZR1. Recombinant SENP6 catalytic domain, aminoluciferin luminescence. inhibition, % at 10 µM. 1.8% of 330,000 active. AID 2599, 2010;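 active means inhibition above about 50% at the single tested dose, limit read from the data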;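 further: plate controls were DMSO wells with enzyme for no effect and DMSO wells lacking enzyme for full effect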
hIAP act: human IAP activators, primary screen, biochemical, luminescence, uHTS; Intestinal-type alkaline phosphatase (Homo sapiens), P09923; purified human IAP, CDP-Star luminescence, 30 min; stronger effect = higher value; 1 = vehicle-only enzyme, 0 = enzyme-free background; activation factor at 10 µM; 0.16% of 330,000 active; AID 2524, 2010;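 active means activation factor of the enzyme at least 2-fold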; further: the source names both 10 and 20 µM as test concentration; values of inactives mirror those of a sister screen read the other way
Target sequence (P09923 whole entry, looked up): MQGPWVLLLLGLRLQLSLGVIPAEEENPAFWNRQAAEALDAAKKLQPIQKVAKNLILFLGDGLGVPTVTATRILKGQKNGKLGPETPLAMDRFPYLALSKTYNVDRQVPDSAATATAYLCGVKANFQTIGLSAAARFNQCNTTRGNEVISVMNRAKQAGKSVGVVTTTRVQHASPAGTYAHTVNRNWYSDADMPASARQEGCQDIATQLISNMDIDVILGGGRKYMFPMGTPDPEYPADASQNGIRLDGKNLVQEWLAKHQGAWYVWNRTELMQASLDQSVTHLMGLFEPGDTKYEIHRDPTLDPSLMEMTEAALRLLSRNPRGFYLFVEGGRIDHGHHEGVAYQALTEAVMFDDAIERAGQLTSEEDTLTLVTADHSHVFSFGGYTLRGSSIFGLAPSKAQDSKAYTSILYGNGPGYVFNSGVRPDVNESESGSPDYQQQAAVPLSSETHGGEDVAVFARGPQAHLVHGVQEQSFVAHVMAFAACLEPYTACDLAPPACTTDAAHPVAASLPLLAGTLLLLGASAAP
SENP8 block: human SENP8 protease inhibitors, primary screen, biochemical, fluorescence, Nedd8 protein substrate, uHTS. recombinant SENP8. inhibition, % at 20 µM. 0.64% of 360,000 active; in the data active means inhibition mostly above about 40%, no sharp cut-off; inactive means mostly below about 27%
Target sequence (Q96LD8 whole entry, looked up): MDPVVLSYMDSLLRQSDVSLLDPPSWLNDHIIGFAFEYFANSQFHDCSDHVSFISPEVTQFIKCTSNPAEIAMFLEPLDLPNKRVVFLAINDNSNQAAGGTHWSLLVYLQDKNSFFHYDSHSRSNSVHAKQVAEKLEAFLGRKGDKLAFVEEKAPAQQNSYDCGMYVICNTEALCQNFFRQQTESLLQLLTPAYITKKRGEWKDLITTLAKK
MPTP block: mitochondrial permeability transition pore inhibitors, primary screen, biochemical, isolated mouse mitochondria, absorbance. Ca2+ swelling absorbance, 30 min. inhibition, % at 10 µM. 1.4% of 360,000 active;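 active means inhibition of 50% or more, scaled per plate between neutral and stimulator controls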;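 further: 0% = DMSO wells given calcium and 100% = 1 mM EGTA wells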
PfG6PD inh: PfG6PD enzyme inhibitors, primary screen, biochemical, fluorescence intensity, uHTS | glucose-6-phosphate dehydrogenase-6-phosphogluconolactonase (Plasmodium falciparum 3D7) | inhibition, % at 20 µM | PfGluPho enzyme, NADPH resazurin-diaphorase fluorescence | 0.78% of 350,000 active;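 active means inhibition reaching at least a set limit at 20 µM in the primary screen, cut at about 59% in these data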;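 further: 0% = DMSO wells with substrate and 100% = DMSO wells lacking glucose-6-phosphate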
GRIN3A LBD mod: binders of NR3A ligand-binding domain, primary screen, biophysical, differential scanning fluorimetry, uHTS. Glutamate receptor ionotropic, NMDA 3A (GRIN3A) ligand-binding domain. NR3A LBD differential scanning fluorimetry, Tm shift; 0% = protein alone, 100% = glycine-bound protein. Tm shift relative to glycine control, % at 25 µM. 2.5% of 340,000 active. AID 1259313, 2017;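 active means melting temperature shift of at least 10% of the positive control shift, at one fixed dose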
Numbers without * were called inactive; x = no result given.

SENP1 inh	ATG4B inh	SENP6 inh	hIAP act	SENP8 block	MPTP block	PfG6PD inh	GRIN3A LBD mod	SMILES
3	0	-31	0.98	16	0.2	-1	-6	O=C(Oc1ccc(N2C(=O)CCC2=O)cc1)c1ccccc1Cl
0	x	x	x	6	0.3	0	x	O=C(COC(=O)c1ccc(Cl)c(S(=O)(=O)N2CCCCC2)c1)NC1CCCCC1
-1	64*	-18	0.91	14	2.6	7	-14	CC(C)CCn1c(=O)c2ccccc2c2ccccc2c1=O
-57	13	-12	0.93	4	42	10	13*	CCC(CC)c1nn2c(N)c(/C=C3\C(C)=Nc4ccccc43)c(=O)nc2s1
1	-2	-3	1.2	16	-1.2	-6	0	Cc1cc(OCC(O)CN2CCN(CCO)CC2)ccc1C(C)C (configuration not stated)
-5	-13	5	1	-6	0.3	13	-6	CCOC(=O)c1c(C)[nH]c(C)c1C(=O)COC(=O)CSc1ccc(C)cc1
2	4	17	0.98	16	-2.8	-4	-1	O=c1ccn(CCCBr)c(=O)[nH]1
1	0	-44	1	3	2.7	1	1	OC(COc1ccc2c(c1)CCC2)CN1CCN(c2ccccc2F)CC1 (configuration not stated)
1	3	1	0.93	13	4.4	-7	6	COc1ccc(CNCC(O)(c2ccc(F)cc2)c2ccc(F)cc2)cc1OC
4	-4	-19	0.98	14	70*	-24	2	Cc1ccc(S(=O)(=O)N2CCCC(C(=O)NC3=NCCS3)C2)cc1 (configuration not stated)
2	-3	9	1.1	25	-1.2	8	-1	COc1ccc(/C=N/S(=O)(=O)c2ccc(C)cc2)cc1
2	6	2	0.95	-48	-2.5	0	-1	COc1ccc(-c2nc(NC(=O)c3c(C)noc3C)sc2C)cc1
-4	14	-8	1.1	15	1.9	-5	-2	Cc1nonc1CN(C)C(=O)c1ccc(OC2CCN(Cc3ccccn3)CC2)cc1
0	-6	6	0.89	-264	1.1	6	-3	CCn1c2ccccc2c2cc(/C(C)=N/O)ccc21
2	-1	-8	1.1	14	1.3	-4	2	COc1ccc(S(=O)(=O)N2CCOc3ccccc32)cc1

Some of the entries so far, with each value named:
> O=c1ccn(CCCBr)c(=O)[nH]1
  SENP1 inh: 2	ATG4B inh: 4	SENP6 inh: 17	hIAP act: 0.98	SENP8 block: 16	MPTP block: -2.8	PfG6PD inh: -4	GRIN3A LBD mod: -1

> OC(COc1ccc2c(c1)CCC2)CN1CCN(c2ccccc2F)CC1 (configuration not stated)
  SENP1 inh: 1	ATG4B inh: 0	SENP6 inh: -44	hIAP act: 1	SENP8 block: 3	MPTP block: 2.7	PfG6PD inh: 1	GRIN3A LBD mod: 1

> COc1ccc(CNCC(O)(c2ccc(F)cc2)c2ccc(F)cc2)cc1OC
  SENP1 inh: 1	ATG4B inh: 3	SENP6 inh: 1	hIAP act: 0.93	SENP8 block: 13	MPTP block: 4.4	PfG6PD inh: -7	GRIN3A LBD mod: 6

Next section:
SENP1 inh	ATG4B inh	SENP6 inh	hIAP act	SENP8 block	MPTP block	PfG6PD inh	GRIN3A LBD mod	SMILES
2	4	-6	1	6	3.4	11	0	COc1ccc(C(=O)CCN2CCN(c3ccccc3F)CC2)cc1
1	-2	0	1.1	7	-1.6	21	0	Cc1nc(C)c(-c2ccc(SCC(=O)Nc3cccc(F)c3)nn2)s1
3	-2	9	1.1	-288	-0.6	-12	0	COc1ccc(-c2oc3ncn4nc(COc5ccccc5)nc4c3c2-c2ccc(OC)cc2)cc1
-4	-1	12	0.91	11	-0.4	-7	0	CC(CCc1ccccc1)NC(=O)COC(=O)c1ccc(NC(=O)CC#N)cc1 (configuration not stated)
-72	1	-22	0.78	-121	-0.5	10	-1	O=c1oc(-c2cccs2)nc2scc(-c3cccs3)c12
0	-9	-3	1.1	-2	-1.4	16	4	COc1ccc(-n2nc3c(c2NC(=O)COc2cccc(OC)c2)CS(=O)(=O)C3)cc1
-1	x	x	x	0	-2.8	3	x	Cc1nnc(SCC(=O)Nc2cccc(S(=O)(=O)N3CCCC3)c2)n1C1CC1
1	-5	4	0.97	1	0.7	4	1	COC(=O)c1ccc(COC(=O)C2CC(O)CN2S(=O)(=O)c2ccc([N+](=O)[O-])cc2)cc1 (configuration not stated)
3	-10	5	0.96	25	-0.7	-2	-1	Cc1ccc(CN2CCN(CCCn3cccn3)CC2CCO)cc1 (configuration not stated)
-1	24	3	1.1	3	0.9	6	-1	CC(C)c1ccc(NC2CCCN(C(=O)c3cccnc3)C2)cc1 (configuration not stated)
2	-2	13	1	21	1.1	-4	1	CCOc1ccc(S(=O)(=O)NCCCl)cc1
-1	4	-15	1.2	9	-0.3	-26	-2	CC1CCCCN1Cc1nc2c(c(=O)n(C)c(=O)n2C)n1CCCc1ccccc1 (configuration not stated)
2	42*	-15	1.3	15	9.0	-14	8	S=c1[nH]nc(-c2ccccc2)n1/N=C/c1ccc(-c2ccccc2Cl)o1
0	x	x	x	1	0.1	7	x	C[C@H]1CN([C@@H](C)CO)S(=O)(=O)c2ccc(Br)cc2O[C@H]1CN(C)S(=O)(=O)c1ccccc1
5	2	-1	0.97	10	-0.6	-1	1	O=C1NCCCN1Cc1ccc(Cl)cc1

Laid out differently: two of the compounds above.
Compound,SENP1 inh,ATG4B inh,SENP6 inh,hIAP act,SENP8 block,MPTP block,PfG6PD inh,GRIN3A LBD mod
O=C1NCCCN1Cc1ccc(Cl)cc1,5,2,-1,0.97,10,-0.6,-1,1
Cc1nnc(SCC(=O)Nc2cccc(S(=O)(=O)N3CCCC3)c2)n1C1CC1,-1,x,x,x,0,-2.8,3,x

(list continues)
SENP1 inh	ATG4B inh	SENP6 inh	hIAP act	SENP8 block	MPTP block	PfG6PD inh	GRIN3A LBD mod	SMILES
0	4	5	1	-3	1.8	22	2	CSc1ccccc1NC(=O)C1CC(c2ccccc2O)=NO1 (configuration not stated)
1	-7	1	0.92	2	-0.7	18	0	COc1ccc(NC(=S)NCCc2ccccc2OC)c(OC)c1
-35	11	-9	1.1	-37	1.2	-17	0	O=C(NC(Cc1ccccc1)C(=O)O)/C(=C\c1ccco1)NC(=O)c1ccc(Br)cc1 (configuration not stated)
-3	-12	5	0.87	13	2.8	3	-1	O=C(NC(=S)Nc1cccc(O)c1)c1cncc(Br)c1
3	-8	4	0.86	-31	1.7	-7	-11	Cc1cc(NC(=O)c2ccc(-c3ccc(F)c(Cl)c3)o2)no1
2	-1	16	1.2	-62	1.8	11	-2	CC(=O)Oc1ccc(NC(=O)C2CCCCC2)c(C(=O)O)c1
2	-7	11	0.93	16	-0.6	-4	0	CNC(=O)C(C)Sc1ccc(S(=O)(=O)N2CCOCC2)cn1 (configuration not stated)
1	-10	-8	1.1	15	-2.4	8	1	Cc1cc2nc(C(F)(F)F)[nH]c(=O)n2n1
-4	-6	-12	0.85	-287	4.6	8	-20	CCCCS(=O)(=O)c1sc2nc3c(cc2c1N)CCCC3
1	4	-9	1.5	7	0.3	-12	-9	CCCC(=O)NC(c1ccc(OC)c(OC)c1)c1cc(Cl)c2cccnc2c1O (configuration not stated)
2	-1	-9	0.88	28	7.6	20	0	CC1CCN(C(=O)CCc2ccc(Oc3cc([N+](=O)[O-])cc([N+](=O)[O-])c3)cc2)CC1
1	4	-6	0.94	21	-0.1	1	-1	CC(C(=O)Nc1ccncc1)(c1ccccc1)c1ccccc1
1	-3	x	x	-5	-1.1	17	0	CC1CNC(=S)N(c2ccc(F)cc2)C1=O (configuration not stated)
0	8	x	x	-379	-1.2	-5	-1	CN(C)CCCNC(=O)C[C@H]1C[C@H](C(=O)N2CCOCC2)[C@@]2(C)c3[nH]c4cc(-c5ccco5)ccc4c3CCN2C1=O
0	1	0	0.86	-44	2.1	16	2	O=C(NCc1cccc(C(F)(F)F)c1)C1CCN(c2ncccn2)CC1
3	-8	3	0.99	3	7.5	-21	2	COc1cc(CC(=O)OCC(=O)Nc2cc(S(=O)(=O)N3CCCC3)ccc2Cl)cc(OC)c1OC
2	-6	-2	1.1	-2	0.2	-1	-3	C/C(Cc1ccccc1)=N\NC(=O)CNC(=O)c1cccc(Br)c1
-27	-3	x	x	-120	4.3	3	-2	COc1cc(/C=N/NC(=O)Nc2cccc3nsnc23)cc(OC)c1OC
-2	-5	-4	0.99	26	-2.1	-13	-1	Cc1cc(N2C(=O)C3CC=CCC3C2=O)no1 (configuration not stated)
2	32	8	0.91	0	1.1	16	-1	Cn1nnnc1NCc1cccc(Cl)c1Cl
1	9	-6	0.78	27	-0.4	20	1	CCCCn1c(SCC(=O)c2ccc3c(c2)OCCO3)nnc1-c1ccoc1C
1	-5	-2	0.96	13	8.0	-27	0	Cc1sc2nc(Cc3ccccc3)[nH]c(=O)c2c1-c1ccccc1
-1	-2	8	0.79	23	-2.3	-3	2	CNc1ccc([N+](=O)[O-])cc1
-17	-24	13	1	-403	-4.5	6	2	Nc1c(S(=O)(=O)c2cccs2)c2nc3ccccc3nc2n1Cc1cccs1
0	3	2	0.95	14	0.0	5	-1	O=C1c2ccccc2-c2cccnc21
2	2	-3	1.1	6	0.0	-7	0	CC(C)N(C(=O)Cn1c(=O)oc2ccccc21)c1ccccc1
1	-2	-12	1.1	18	-1.5	-9	-1	Cc1ccc(CSCC(Nc2ccc(C(=O)O)cc2[N+](=O)[O-])C(=O)O)cc1 (configuration not stated)
3	5	-28	0.99	13	-3.1	2	1	O=C(O)c1cccc(NC(=O)C2CC(=O)N(Cc3ccccc3)C2)c1 (configuration not stated)
-9	-7	-16	1.2	25	-3.2	-4	-5	Cc1noc(C)c1C(=O)Nc1ccc(F)cc1F
0	8	-1	1.3	-25	0.6	6	-1	CCOC(=O)c1cc(NC(=O)c2cccs2)ccc1N1CCOCC1
1	-4	-11	1	11	2.2	-20	-1	Cc1cc(NS(=O)(=O)c2ccc(C3CCCCC3)cc2)no1
2	-8	10	0.94	15	0.9	-1	0	Cc1ccc(C)c(NC(=O)Cn2c([N+](=O)[O-])cnc2C)c1
-123	-7	-28	0.94	-285	0.6	2	3	CCNC(=O)/C(C#N)=C/c1c(N2CCN(c3ccccc3)CC2)nc2ccccn2c1=O
-29	-7	-9	0.91	-467	-0.8	2	-1	C1=C(c2ccccc2)Nc2ncnn2C1c1ccccc1 (configuration not stated)

Screens from PubChem.
